H9c2 TAG inh: inhibitors of triacylglycerol accumulation, primary screen, cell-based, uHTS, fluorescence, H9c2 | H9c2 cells, Nile Red lipid (TAG) fluorescence; cells loaded with 200 µM oleic acid | inhibition, % at 12.5 µM | 230,000 compounds, 0.66% hits;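 active means pattern-corrected inhibition of lipid staining of at least 50% with the nuclear-stain viability signal not falling by more than 50%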;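 further: 0% = DMSO wells and 100% = triacsin C control wells; some results filed as inactive read as strong as hits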
H9c2 TAG inh DAPI viability: second read-out of H9c2 TAG inh, no call of its own (marks repeat the call); DAPI nuclei signal change (viability), lower = more cytotoxic, %;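 whole-well DAPI fluorescence read on a plate reader as a viability signal; minus 50 percent equals half of cells still viable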
The depositor's hits bear a star. The list is partial; count on the stated rates, not on these rows.

molecule	H9c2 TAG inh	H9c2 TAG inh DAPI viability
Cc1ccccc1NC(=O)Cc1nc(COC(=O)CNC(=O)c2ccc(Cl)cc2Cl)cs1	-7.9	1.4
CCNC(=O)Nc1cc(S(=O)(=O)N2CCOCC2)ccc1N1CCCCC1	9.0	-7.4
Oc1cc(Nc2cccnc2)cc2cccnc12	1.1	-9.0
COc1ccc(OC(=O)OCc2ccccc2)cc1	-1.2	9.4
CCCOc1cccc(C(=O)Nc2nnn(CCC)n2)c1	31.3	-2.6
COc1cccc(NC(=O)Nc2ccc(Br)cn2)c1	-3.4	6.6
O=C(NNC(=O)NC1CCCCC1)NC1CCCCC1	9.1	3.5
CCOc1cc(N2CCOCC2)c(OCC)cc1NC(=O)c1cccc(S(=O)(=O)N2CCOCC2)c1	-10.9	-2.6
Cc1cccc(OCC(=O)N/N=C/c2cn[nH]c2-c2ccc(Cl)c(Cl)c2)c1	25.7	4.5
O=C(CCS(=O)(=O)c1ccccc1)Nc1nc2cc3c(cc2s1)OCCO3	-4.2	4.5
COCCOC(=O)c1c(NC(=O)CN2CCc3ccccc32)sc(C(N)=O)c1C	-7.4	-6.4
O=C(Nc1nnc(C2CC2)s1)c1cccs1	-6.2	3.0
CC(=O)CSc1nnc2cc(C)c3ccccc3n12	8.7	5.3
CC(/C=C/c1ccccc1)=N\Nc1nc(C)cc(C)n1	-9.1	12.8
CC(OC(=O)c1ccc([N+](=O)[O-])o1)C(=O)NC1CCCCC1C (stereo not given)	1.3	8.3
Cc1ccc(Nc2nc(N)c(C#N)c(CC#N)c2C#N)cc1	-1.5	10.8
CC(=O)NCCc1ccc(-c2csc(NC(=O)C3CC(=O)N(C4CCCC4)C3)n2)cc1 (stereo not given)	1.2	-1.6
CC(C)Cn1c(N)c(C(=O)CSc2nc3ncc(Cl)cc3[nH]2)c(=O)n(C)c1=O	0.3	9.5
Cc1cc(Br)ccc1NC(=O)CN(C)C(=O)c1cc(S(=O)(=O)N(C)C)ccc1N1CCCC1	17.5	1.1
CC(C)OC(=O)CCCCCN1C(=O)CSC1=S	-50.0	-11.9
Cc1cnc(N)c2c(=O)oc3ccccc3c12	0.1	-2.0
O=C1CC(=O)Nc2cc(S(=O)(=O)N3CCOc4ccc(Cl)cc43)ccc2N1	6.6	-2.2
COC(=O)c1cc(OC)c(OC)cc1NC(=O)c1cc(C(C)(C)C)oc1C	2.8	6.2
COc1ccc(-n2nc3c(c2NC(=O)c2ccc(S(=O)(=O)N4CCOCC4)cc2)CS(=O)(=O)C3)cc1	16.8	-2.8
COC(=O)c1ccc(CC(=O)c2c(C)cc(O)cc2O)o1	-18.5	-4.0
CN(C)CCCNC(=O)CCC1CCCCC1	-2.3	1.2
C[C@@H]1CN([C@H](C)CO)C(=O)CCCn2nncc2CO[C@H]1CN(C)C(=O)Nc1ccnc(N2CCOCC2)c1	6.9	-3.9
COc1ccc(NS(=O)(=O)c2ccc3oc(SCc4ccc(F)cc4)nc3c2)cc1	-36.6	0.0
CCOc1ccc(Cl)cc1CN1CCOCC1	6.3	1.5
CC(C)/C=C/C(=O)N1CCC(N2CCC(C(=O)NCC3CCCO3)CC2)CC1 (stereo not given)	-3.1	8.1
Cc1ccc2nc(-c3ccccc3)cc(C(=O)Nc3cccnc3)c2c1	6.6	-1.1
Cc1ccc(/C=C/C(=O)OCC(=O)N2CC(=O)Nc3ccccc32)o1	7.8	-9.8
O=C(O)c1c2cc(Br)ccc2nc2[nH]c(=O)[nH]c(=O)c12	2.5	4.6
COc1ccc(NC(=S)N(CCN(C)C)Cc2cccs2)cc1	4.7	0.1
OCCC1CN(Cc2cccc(-n3cccn3)c2)CCN1Cc1ccccc1 (stereo not given)	10.2	0.7
CCCCCCn1c(CN2CCCCC2CC)nc2c1c(=O)n(C)c(=O)n2C (stereo not given)	2.2	-2.1
COc1ccc(-c2csc3nc(C)nc(N4CCCCC4)c23)cc1OC	6.3	3.3
C/C(=N\NS(=O)(=O)c1ccccc1)c1cc(Cl)cc(Cl)c1O	-5.5	-0.3
CC(OC(=O)c1ccc(NC(=O)CC#N)cc1)C(=O)Nc1nc(-c2ccccc2)cs1 (stereo not given)	17.4	-0.8
CN(CC(=O)NC1CC(C)(C)NC(C)(C)C1)S(=O)(=O)c1cc(Cl)ccc1Cl	7.6	-3.8
Cc1cc(=O)[nH]c2nnnn12	12.6	-6.9
CCc1ccc(Nc2ccc3nonc3c2[N+](=O)[O-])cc1	6.7	-4.0
O=C(CN1CCN(CC(=O)Nc2ccccc2C(F)(F)F)CC1)Nc1ccccc1F	0.4	-0.6
COc1ccc(CC(=O)Nc2ccc(S(=O)(=O)Nc3cc(C)on3)cc2)cc1OC	3.9	-3.8
O=C(NCc1cccnc1)Nc1cccc(C(F)(F)F)c1	-4.4	1.1
COc1cccc(/C=N/n2cnc3c(cnn3-c3ccccc3)c2=O)c1	-3.4	-0.6
Cc1ccccc1-c1noc(-c2cccs2)n1	-19.0	13.0
CC(C)CC(COCc1ccc(Cl)cc1)N1CCN(C(=O)c2ccc(Cl)cc2Cl)CCC1=O (stereo not given)	-2.0	-6.8
COc1ccc(CCNS(=O)(=O)c2ccc(Br)cc2)cc1OC	5.3	7.5
CNc1ccc(C=C2C=Cc3ccccc32)cc1	4.7	-6.9
Cc1ccccc1NS(=O)(=O)c1ccc2c(c1)n(C)c(=O)n2C	-9.8	3.4
CC[C@H](C)[C@H]1CNC(=O)C(=O)N1CC1CCN(CCc2ccc(Cl)c(Cl)c2)CC1	21.5	-8.0
Cc1cc(Br)c2[nH]c3c(c2c1)CCCC3=O	-1.3	2.7
Cc1[nH]c2ccccc2c1/C=C(\C#N)C(=O)NCC1CCCO1 (stereo not given)	-25.2	11.1
CSc1nc(Sc2ccccc2)c2ccccc2n1	-9.4	-3.8
CC(OC(=O)Cc1ccsc1)C(=O)Nc1ccc(Cl)cn1 (stereo not given)	-6.4	-7.3
O=S(=O)(Nc1cccc(CCc2ccccn2)c1)c1cc(Cl)ccc1Cl	-4.3	-0.6
CCOc1ccccc1N(CC(=O)Nc1ccc2c(c1)OCCO2)S(C)(=O)=O	-24.2	4.8
CCCCCCCNC(=O)C1(CC2CC(c3ccccc3)=NO2)CCN(C(=O)OC(C)(C)C)CC1 (stereo not given)	33.9	-11.6
C[C@]12c3[nH]c4ccccc4c3CCN1C(=O)C(CC(=O)NCCCn1ccnc1)C[C@@H]2C(=O)N1CCCCC1 (stereo not given in full)	1.8	-6.6

Carrying on:
molecule	H9c2 TAG inh	H9c2 TAG inh DAPI viability
CCOc1ccc2c(C)cc(=O)oc2c1OCC	5.3	6.1
COc1cc(C(=O)Nc2cc(-c3nc4cc(C)ccc4o3)ccc2C)cc(OC)c1OC	4.9	10.6
CCN(c1ccccc1)S(=O)(=O)c1ccc(OC)c(NC(=O)CN2C(=O)NC(C)(C)C2=O)c1	16.9	-2.8
CN(C)CCOc1ccc(C(C)(C)c2ccccc2)cc1	-11.5	1.3
COc1cccc(NC(=O)CN(C)C(=O)c2cc(-c3ccccc3)nc3ccc(C)cc23)c1	29.6	-9.5
CC(CCc1ccccc1)NC(=O)Cc1cccs1 (stereo not given)	-7.8	-6.2
Cc1ccc(-c2nc(SC(C)C(=O)N3CCOCC3)n[nH]2)cc1 (stereo not given)	-20.5	3.2
COc1cccc(NC(=O)COC(=O)Cc2ccc(Br)cc2)c1	-6.5	11.6
C=CCc1cc(/C=C2/NC(=O)N(CC(=O)OC)C2=O)cc(OC)c1O	12.6	3.5
N/C(=N\OC(=O)c1ccccc1Cl)c1ccc(Cl)cc1	-26.4	2.2
Cc1ccc(Nc2nc(N)nc(CN3CCN(C(=O)c4ccco4)CC3)n2)cc1Cl	17.0	-2.1
CC1(C(=O)Nc2cccc(Oc3ccccc3)c2)CCN1Cc1cc2ccccc2o1 (stereo not given)	-10.6	15.6
CCOC(=O)C(NC(=O)c1ccccc1)(N1CCOCC1)C(F)(F)F (stereo not given)	-10.1	0.9
O=C(CCN1C(=O)/C(=C\C=C\c2ccccc2)SC1=S)Nc1ccc(C(=O)O)cc1	3.4	-4.6
O=C(NC(=S)Nc1nc(-c2cccc([N+](=O)[O-])c2)cs1)c1cc(Cl)ccc1Cl	9.3	-5.3
Cc1nn(-c2ccc(F)cc2)c(Cl)c1/C=C(/CC(=O)O)c1nc2ccccc2s1	2.6	2.8
Cn1ncc([N+](=O)[O-])c1C(=O)N/N=C/c1cccc([N+](=O)[O-])c1	-3.7	2.6
O=[N+]([O-])c1cccc(N=Nc2ccc(O)cc2O)c1	-6.0	-0.4
Nc1ncnc(N2CCc3ccccc32)c1[N+](=O)[O-]	-22.1	-0.5
N#Cc1c(Sc2ncc(C(F)(F)F)cc2Cl)nsc1C/C=N\OCc1ccccc1Br	-19.2	9.8
CC(=O)c1ccc(N2CCN(S(=O)(=O)c3cccc(S(=O)(=O)N4CCOCC4)c3)CC2)cc1	-58.2	-11.3
Cn1c(N)c(C(=O)COC(=O)c2ccccc2C(=O)c2ccc(Cl)c([N+](=O)[O-])c2)c(=O)n(C)c1=O	20.5	1.9
Nc1ccccc1-c1nc2ccccc2s1	-8.1	15.8
CCCNC(=O)c1ccccc1NC(=O)Cc1ccc(OC)c(S(=O)(=O)N2CCOCC2)c1	12.5	-11.5
N#Cc1ccc(S(=O)(=O)N2CCCCC2c2cc(C(=O)NCc3cccnc3)no2)cc1 (stereo not given)	-17.5	-1.7
CCOc1cccc(/C=N/NC(=S)NCCN2CCOCC2)c1O	-3.3	7.3
O=[N+]([O-])c1ccc(/C=N/Nc2nc(N3CCCCC3)nc(N3CCCCC3)n2)cc1	9.4	2.1
CC1(C)CC(=O)c2cc(N=C/C(C(=O)c3ccccc3)=C(\O)c3ccccc3)c(=O)oc2C1	4.8	3.1
CCSc1ccccc1C(=O)Nc1nc2ccccc2c(=O)[nH]1	5.7	-6.9
O=C(CSc1ccccc1)NCC(c1ccco1)N1CCCCC1 (stereo not given)	3.3	1.0
CCCCN(CCCC)CCCNC(=O)C1CC(c2ccc(C(F)(F)F)cc2)=NO1 (stereo not given)	11.1	8.4
COC(=O)c1cn(C(=O)c2cccs2)c2ccccc12	-8.8	-7.8
CNS(=O)(=O)c1ccc(NC(=O)C(CCSC)NC(N)=O)cc1 (stereo not given)	-4.3	7.4
CCn1cc(C(=O)OC(C)C(=O)Nc2c(C)n(C)n(-c3ccccc3)c2=O)c(=O)c2ccc(C)nc21 (stereo not given)	-9.9	3.5
O=C(O)c1ccccc1-c1nc2ccccc2c(=O)n1O	1.4	-9.1
Cc1ccccc1-c1ccc2c(c1)O[C@@H](CN(C)Cc1ccc(C(=O)O)cc1)[C@@H](C)CN([C@H](C)CO)S2(=O)=O	-2.1	17.8
O=C(N/N=C/c1ccc(Br)o1)c1cc([N+](=O)[O-])cc([N+](=O)[O-])c1	9.2	-2.2
CCC(CC)CN1CCC(CN2C(=S)NC[C@@H]2[C@@H](C)CC)CC1	-1.3	16.0
CSc1ccccc1C(=O)C1CCCN(S(=O)(=O)N(C)C)C1 (stereo not given)	-5.6	30.8
CCCCN1CNC(=S)N(CCc2ccc(OCC)c(OCC)c2)C1	9.7	-10.6
COCCNC(=O)CN1CCOc2ccccc21	-22.5	4.3
CC[N+]1(C)CC2CCC(C)(C1)C2(C)C (stereo not given)	-1.1	15.9
Cc1cccc(OCC(=O)Nc2ccc(C(=O)Nc3ccccc3C(=O)O)cc2)c1C	6.3	-0.6
C=CCNC(=O)/C(C#N)=C/c1ccc(SC)cc1	3.5	1.0
Cc1nc(NCCO)c(C#N)c2c1COC(C)(C)C2	0.0	-1.9
CC(=O)Nc1ccc(NC(=O)C(C)OC(=O)c2cc(S(=O)(=O)N(C)C)ccc2N2CCCC2)cc1 (stereo not given)	10.0	-6.3
NC(=S)Nc1ccc(F)c(F)c1F	-0.6	12.6
COc1cc(/C=N/NC(=S)NC2CC3C=CC2C3)cc(OC)c1OC (stereo not given)	-10.7	3.9
Cc1cc(NC(=O)C2CC(c3c(F)cccc3Cl)=NO2)n(-c2ccccc2)n1 (stereo not given)	-23.7	-4.9
CCSC1=NCN(CCCC(=O)O)CN1	9.7	-1.8
CC(OC(=O)c1ccccc1NCCO)C(=O)Nc1ccnn1C(C)C (stereo not given)	4.8	3.7
COc1ccccc1C(=O)NNS(=O)(=O)c1ccc(F)cc1	8.1	-1.7

2 of these compounds in a different format.
Results follow in this order: H9c2 TAG inh | H9c2 TAG inh DAPI viability
- N#Cc1ccc(S(=O)(=O)N2CCCCC2c2cc(C(=O)NCc3cccnc3)no2)cc1 (stereo not given)
    -17.5 | -1.7
- CCCCN1CNC(=S)N(CCc2ccc(OCC)c(OCC)c2)C1
    9.7 | -10.6

Some of the entries above in another layout.
> NC(=S)Nc1ccc(F)c(F)c1F
  H9c2 TAG inh: -0.6; H9c2 TAG inh DAPI viability: 12.6

> COc1cc(/C=N/NC(=S)NC2CC3C=CC2C3)cc(OC)c1OC (stereo not given)
  H9c2 TAG inh: -10.7; H9c2 TAG inh DAPI viability: 3.9

> Cc1cc(NC(=O)C2CC(c3c(F)cccc3Cl)=NO2)n(-c2ccccc2)n1 (stereo not given)
  H9c2 TAG inh: -23.7; H9c2 TAG inh DAPI viability: -4.9

> CCSC1=NCN(CCCC(=O)O)CN1
  H9c2 TAG inh: 9.7; H9c2 TAG inh DAPI viability: -1.8
